# PLCb3 inh – inhibitors of human phospholipase C beta3; Purified PLC-beta3, fluorogenic substrate, fluorescence; inhibition, % at 12.2 µM; 0.18% of 370,000 active; AID 720704; in the data active means inhibition above about 11%;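 further: 0% = median of compound wells on plate and 100% = full blocker control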
# ADAM10 inh – ADAM10 inhibition, QFRET primary screen. recombinant ADAM10, EDANS/DABCYL FRET peptide cleavage, 3 h. O14672. inhibition, % at 7 µM. 0.62% of 370,000 active;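 active means inhibition above a per-campaign cutoff equal to the mean of compounds falling between control-based bounds plus 3 SD, cut at about 20% in these data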;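 further: 0% = DMSO wells while the 100% control is not disclosed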
# Target sequence (O14672 214-748 limits assumed): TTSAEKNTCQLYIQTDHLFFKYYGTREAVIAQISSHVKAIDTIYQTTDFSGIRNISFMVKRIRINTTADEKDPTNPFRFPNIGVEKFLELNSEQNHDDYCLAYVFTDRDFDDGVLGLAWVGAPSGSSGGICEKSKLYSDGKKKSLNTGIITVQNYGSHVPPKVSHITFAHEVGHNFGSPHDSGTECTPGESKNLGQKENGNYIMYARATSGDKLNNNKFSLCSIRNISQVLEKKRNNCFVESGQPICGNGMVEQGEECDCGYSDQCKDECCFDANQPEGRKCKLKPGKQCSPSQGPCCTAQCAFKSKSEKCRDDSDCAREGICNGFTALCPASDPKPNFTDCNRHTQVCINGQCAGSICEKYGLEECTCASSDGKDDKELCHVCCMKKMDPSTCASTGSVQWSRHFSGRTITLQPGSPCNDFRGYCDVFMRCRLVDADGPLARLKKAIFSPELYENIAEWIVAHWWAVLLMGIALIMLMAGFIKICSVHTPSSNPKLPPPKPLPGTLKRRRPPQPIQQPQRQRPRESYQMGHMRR
# ADAM17 inh – inhibits human ADAM17; P78536; recombinant ADAM17, EDANS/DABCYL FRET peptide cleavage; inhibition, % at 6.95 µM; 0.83% of 370,000 active;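 active means inhibition above the mean of compounds lying between control limits plus 3 SD, set per campaign, cut at about 8.5% in these data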;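 further: 0% = DMSO-only wells as the low control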
# PLCg1 inh – blocks human PLC-gamma1 enzyme activity. P19174. purified PLC-gamma1, fluorogenic substrate, fluorescence. inhibition, % at 12.2 µM. 0.84% of 370,000 active. AID 720700; in the data active means inhibition above about 9.5%
# ARFGAP1 inh – rat ARFGAP1 inhibition. Q62848. Arfgap1-stimulated ARF1 GTP hydrolysis, GDP FP detection. inhibition, % at 16.5 µM. 0.26% of 360,000 active. AID 651572;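 active means inhibition above a per-plate limit, mean inhibition of low control wells plus 3 SD, cut at about 25% in these data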;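 further: 0% = DMSO wells with enzyme and 100% = wells lacking Arfgap1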
#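 Assay system: purified rat His6-Arfgap1 residues 1-136 (GAP domain); Reagent: human Δ17 ARF1 bound to GTP; Dosing: 16.5 µM single point, 1.26% DMSO; Times: GTP hydrolysis reaction 2 h at 25 °C; Signal: FP, GDP Alexa 633 tracer displaced from anti-GDP antibody, 620/688 nm; Measure: % inhibition from polarization.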
# Tn6 DDE FP – DD(E)-Tn6 binding inhibition, primary FP screen | P02675 | Fibrin DD(E) TRITC-Tn6 fluorescence polarization displacement | inhibition, % at 8.3 µM | 0.21% of 370,000 active;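 active means inhibition above a per-campaign cutoff: mean of compounds within control limits plus 3 SD, cut at about 15% in these data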;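 further: 0% = median of all compound wells on the plate and 100% = blocking peptide control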
# Target sequence (P02675 whole entry, looked up): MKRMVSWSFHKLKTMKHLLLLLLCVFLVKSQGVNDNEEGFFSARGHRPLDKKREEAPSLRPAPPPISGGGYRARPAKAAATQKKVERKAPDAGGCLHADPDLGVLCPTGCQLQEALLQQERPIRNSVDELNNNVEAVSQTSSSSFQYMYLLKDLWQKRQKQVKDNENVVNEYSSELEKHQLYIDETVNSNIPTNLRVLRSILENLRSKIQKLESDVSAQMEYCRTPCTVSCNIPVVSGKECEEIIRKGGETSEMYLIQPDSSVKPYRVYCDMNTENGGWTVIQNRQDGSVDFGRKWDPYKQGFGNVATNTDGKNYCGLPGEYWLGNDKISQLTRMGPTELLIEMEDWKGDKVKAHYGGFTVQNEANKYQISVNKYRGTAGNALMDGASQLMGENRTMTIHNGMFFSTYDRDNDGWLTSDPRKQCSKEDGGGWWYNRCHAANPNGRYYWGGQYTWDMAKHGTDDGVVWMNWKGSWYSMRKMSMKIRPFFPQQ
# DDE Tn7 FP inh – inhibitors of Tn7 peptide binding to human fibrin DD(E); FP displacement of FITC-Tn7 peptide from fibrin DD(E); 0% = median of compound wells per plate; inhibition, % at 8.3 µM; 0.13% of 370,000 active;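 active means inhibition above the mean of compounds falling within the control limits plus 3 SD of them, cut at about 14% in these data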;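 further: 0% = plate median of compound wells and 100% = 10 µM Aha-Tn7 peptide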
#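 system = human fibrin DD(E) protein | quantity = DD(E) 2 µM final | medium = Tris/NaCl/CaCl2 buffer, pH 7.8 | also added = labelled Tn7 tracer, 0.1 µM | compound dosing = single point at 8.3 µM | timing = compound with protein 10 min, then 3 h after probe, room temperature | signal = FP measurement | benchmarks = Aha-Tn7 high control | repeats = one replicate per compound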
# TDP2 inh – TDP2 (human) inhibition, absorbance primary screen; O95551; recombinant TDP2, T5PNP hydrolysis, p-nitrophenol absorbance 415 nm; inhibition, % at 12.8 µM; 0.34% of 370,000 active; AID 720702;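 active means inhibition above the mean of all tested compounds plus 3 SD, set per campaign, cut at about 25% in these data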;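 further: 0% = DMSO with enzyme and 100% = buffer with substrate but no TDP2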
#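 System: recombinant human TDP2 / Amount: 120 nM TDP2 per well / Also added: 5 mM T5PNP chromogenic substrate / Doses: 12.8 µM single point, 1% DMSO / Incubation: 2 h at 37 °C / Detection: p-Nitrophenol epi absorbance / Evaluation: % inhibition relative to enzyme-containing and enzyme-free wells / Repeats: singlicate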
# SIAE inh – human SIAE inhibition, primary screen. Q9HAT2. SIAE FP-Rh probe binding, fluorescence polarization. inhibition, % at 9.66 µM. 0.69% of 370,000 active. AID 1053197;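 active means inhibition above a cutoff: mean of compounds within the control limits plus 3 SD of those, cut at about 17% in these data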;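 further: 0% = plate median of compound wells and 100% = probe without SIAE protein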
# ASAP1 GAP inh – blocks human ASAP1-stimulated Arf1 GTP hydrolysis; Q9ULH1; GDP FP detection; inhibition, % at 16.5 µM; 0.19% of 360,000 active; AID 624377; in the data active means inhibition above about 25%;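 further: 0% = vehicle with enzyme and substrate and 100% = no enzyme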
# * hit, by the source's call; i = inactive; · = no result given. Random draw from the library; any-hit rate near 3.6%.
SMILES,PLCb3 inh,ADAM10 inh,ADAM17 inh,PLCg1 inh,ARFGAP1 inh,Tn6 DDE FP,DDE Tn7 FP inh,TDP2 inh,SIAE inh,ASAP1 GAP inh
CC(=O)Nc1ccc(NC(=O)c2c(C)c(-c3ccccc3)nc3ccccc23)cc1,6,4,2,7,-14,-6,-4,-13,-3,-13
COc1cccc(N2CCN(c3ccc4nnc(CCC(=O)Nc5ccc(OC)c(OC)c5)n4n3)CC2)c1,-8,0,-4,-1,5,1,4,6,11,-1
CC(/C=C/c1ccc2c(c1)OCO2)=N/NC(=O)c1cccnc1,-27,-14,-5,-30,-12,1,-9,-22,4,4
Cc1ccccc1CNC(=O)Cc1ccccc1[N+](=O)[O-],-2,-1,-5,-1,-1,1,-3,3,6,-8
O=c1c(-c2ccc(Cl)cc2)[n+]([O-])c2ccccc2n1OCc1ccccn1,-8,-5,-4,-8,0,2,7,3,-4,-4
O=C(COC(=O)C1(c2ccccc2F)CCCC1)N1CCN(C(=O)c2ccco2)CC1,-1,0,-1,2,2,-5,0,8,4,2
CC1=C(C(=O)N2CCOCC2)CC(CC(=O)NCc2cccs2)C(=O)N1Cc1ccc(C(C)(C)C)cc1 (stereo not drawn),3,1,-2,2,-5,-6,1,1,0,-2
COC(=O)N/N=C/c1c(C)cc(C)cc1C,0,0,-1,3,-2,6,-1,1,1,-6
CCCNC(=O)Nc1ccccc1C(=O)Nc1ccc(OC)cc1,4,6,-3,2,7,5,0,7,0,-7
COc1ccc2c(c1)CCc1cnc(N)nc1-2,-95,i,-292,-59,5,15,1,0,-4,-3
Cc1ccc(Nc2nc(COC(=O)C3CC3)cs2)cc1,3,-3,0,0,8,-1,0,4,6,1
Cc1ccc(NC(C#N)c2ccccc2OCc2ccccc2)cc1 (stereo not drawn),-1,-5,-2,-2,8,0,-2,7,9,1
COc1ccc(-c2csc(NC(=O)CCN3C(=O)C4CC=CCC4C3=O)n2)cc1OC (stereo not drawn),-12,-10,-1,-2,-7,3,-2,1,-3,-9
Cc1cc(C)cc(NC(=O)c2ccc(CSc3nnnn3C)cc2)c1,-1,1,-6,0,5,3,11,7,-4,-15
COc1ccc([C@H]2OC(=O)C[C@H]2C(=O)N2CCN(c3ccccc3F)CC2)cc1OC,2,-2,1,1,·,-1,-7,5,-6,·
CC(=O)NN=C(C)c1ccc(NC(=O)C2CC2)cc1,2,1,-1,3,5,0,-5,-4,0,9
COc1ccccc1-c1cnc(C(O)c2ccccc2)[nH]1 (stereo not drawn),-4,-9,-1,-2,-5,11,-1,-7,-1,6
Cc1ccc(-c2cc(-c3nnc4sc(Cc5cccs5)nn34)[nH]n2)cc1,-3,-8,0,1,·,-1,-1,6,-3,·
COC(=O)CSc1cc([N+](=O)[O-])cc2c1c(C1OCCO1)nn2-c1ccccc1,2,3,0,1,0,-1,8,-11,2,-6
Nc1nc(Nc2cccc(F)c2)nc(NCCO)c1[N+](=O)[O-],-3,-3,3,7,6,3,0,-3,2,10
Cc1occc1-c1nnc(SCC(=O)N[C@@H]2CCc3ccccc32)n1-c1ccccc1,1,3,4,0,·,-6,1,-1,0,·
CCCCCNC(=O)CN(c1ccc2c(c1)OCO2)S(C)(=O)=O,6,-6,-1,9,8,-3,-3,-3,3,9
COc1cccc(C(=O)Nc2ccccc2NC(=O)c2cccc(OC)c2)c1,-6,2,2,-2,12,-1,-1,-2,-6,3
CCn1c(SCc2ccccc2F)nnc1-c1ccncc1,-4,1,-3,1,-5,13,10,1,-10,-7
Cc1c(C(=O)N/N=C/c2ccc(O)cc2)sc(=S)n1C,-15,2,-2,-10,24,-6,2,2,-2,15
NC(=O)CC(NC(=O)Cc1ccc(Br)cc1)c1ccc(N2CCC(N3CCCCC3)CC2)c([N+](=O)[O-])c1 (stereo not drawn),4,10,-2,-1,-10,1,-2,-2,-1,16
Cc1ccc(NC(=O)Nc2ccccc2)c(Br)c1,1,-2,-3,-2,3,2,6,-5,-7,-2
O=C(CSc1ccc([N+](=O)[O-])cn1)Nc1ccc2[nH]c(=O)[nH]c2c1,-3,5,2,4,14,-7,2,-10,1,2
CC(=O)N1N=C(c2cccs2)CC1c1cccs1 (stereo not drawn),-9,-18,-5,-10,-2,4,2,-6,-5,-15
CC(=O)c1ccc(OCCCC(=O)Nc2cc(S(=O)(=O)N3CCCCC3)ccc2C)cc1,-8,-3,-3,-2,4,-3,1,0,6,-2
O=c1cnnc(Nc2ccccc2)[nH]1,2,-14,-4,0,2,5,4,8,8,-28
O=C(NCCNC(=O)c1ccccn1)c1ccc(-c2ccccc2)cc1,-1,-7,-6,0,-1,-1,-1,-1,-7,1
COc1ccc(OC)c(NC(=S)N2CCN(C/C=C/c3ccccc3)CC2)c1,6,0,1,1,5,-3,-9,-8,2,0
Cc1nn(Cc2ccccc2)c2c1C(c1ccncc1)C(C#N)=C(N)O2 (stereo not drawn),-1,-2,-2,-2,-9,10,2,7,8,6
COc1cc(C(c2c(C)[nH][nH]c2=O)c2c(C)[nH][nH]c2=O)cc([N+](=O)[O-])c1O,8,20*,10*,15*,3,-3,-5,5,0,4
CCOC(=O)/C(=N\Nc1cc(Cl)ccc1Cl)N1CCN(C)CC1,-2,-6,1,7,18,4,-3,-12,6,-1
O=C(CN1CCCC1)NN=C(c1ccccc1)c1ccccc1,2,3,0,-1,-1,10,3,-4,-6,-2
CCn1cc(CN2CCCC(C(=O)Nc3ccc(-c4cscn4)cc3)C2)c(C)n1 (stereo not drawn),-5,-7,2,2,-8,4,1,-15,0,-15
CCOc1ccc(-n2c(SCC(=O)c3c(N)n(C)c(=O)n(C)c3=O)nnc2-c2cccnc2)cc1,0,1,1,2,5,-5,-2,8,-2,-13
O=C(COc1ccc2ccccc2c1)NN1C(=O)c2ccccc2C1=O,-6,-2,-1,-3,7,7,2,6,-2,10
COc1ccc(NC(=O)[C@@H]2CCCN2C(=O)c2cccs2)cc1S(=O)(=O)N1CCCCC1,-9,-8,-9,-9,3,-2,12,0,-5,2
OCCCNc1ncnc2sc(-c3ccccc3)cc12,-10,-214,-60,-8,12,-10,-5,-2,-6,-5
COC(=O)Cn1c(C)nc([N+](=O)[O-])c1Br,-1,-4,0,2,2,-1,1,-11,1,6
COc1cc(C2C3CN(C)CC=C3C(C#N)=C(N)C2(C#N)C#N)ccc1OC(C)C (stereo not drawn),-104,-53,-17,-73,1,1,-5,5,4,2
CN(C)c1ccc(/C=N/NC(=O)CNC(=O)c2ccncc2)cc1,-17,-92,-26,-9,13,-6,-1,16,2,7
S=C1NCN(Cc2cccnc2)CN1c1cccc2ccccc12,-9,-12,-11,1,-7,3,2,10,7,2
Cc1nc(-c2cccc(S(=O)(=O)N3CCC(C)CC3)c2)cs1,-1,-2,-4,0,0,-2,5,-1,-4,-11
CCCCn1c(N)c(N(CC)C(=O)CCNC(=O)c2ccc(Cl)cc2)c(=O)[nH]c1=O,-2,-23,0,3,1,1,-1,-5,-1,5
O=C(NCCCN1CCOCC1)c1ccccc1,6,0,6,12*,8,-4,0,-17,4,-4
COC(=O)C[C@@H]1C[C@H]2c3cc(NC(=O)C4CCC4)ccc3O[C@H]2[C@@H](CO)O1,-8,-9,-7,-2,-5,-2,3,0,3,1

# Four of the compounds above, with values under each structure.
# Values in the order – PLCb3 inh | ADAM10 inh | ADAM17 inh | PLCg1 inh | ARFGAP1 inh | Tn6 DDE FP | DDE Tn7 FP inh | TDP2 inh | SIAE inh | ASAP1 GAP inh
COc1ccc(NC(=O)[C@@H]2CCCN2C(=O)c2cccs2)cc1S(=O)(=O)N1CCCCC1
→ -9 | -8 | -9 | -9 | 3 | -2 | 12 | 0 | -5 | 2
OCCCNc1ncnc2sc(-c3ccccc3)cc12
→ -10 | -214 | -60 | -8 | 12 | -10 | -5 | -2 | -6 | -5
COC(=O)Cn1c(C)nc([N+](=O)[O-])c1Br
→ -1 | -4 | 0 | 2 | 2 | -1 | 1 | -11 | 1 | 6
COc1cc(C2C3CN(C)CC=C3C(C#N)=C(N)C2(C#N)C#N)ccc1OC(C)C (stereo not drawn)
→ -104 | -53 | -17 | -73 | 1 | 1 | -5 | 5 | 4 | 2

# 2 of these compounds in another layout.
# Fields – PLCb3 inh, ADAM10 inh, ADAM17 inh, PLCg1 inh, ARFGAP1 inh, Tn6 DDE FP, DDE Tn7 FP inh, TDP2 inh, SIAE inh, ASAP1 GAP inh
CN(C)c1ccc(/C=N/NC(=O)CNC(=O)c2ccncc2)cc1
    -17, -92, -26, -9, 13, -6, -1, 16, 2, 7
S=C1NCN(Cc2cccnc2)CN1c1cccc2ccccc12
    -9, -12, -11, 1, -7, 3, 2, 10, 7, 2

# Continued:
SMILES,PLCb3 inh,ADAM10 inh,ADAM17 inh,PLCg1 inh,ARFGAP1 inh,Tn6 DDE FP,DDE Tn7 FP inh,TDP2 inh,SIAE inh,ASAP1 GAP inh
CCOC(=O)N1CCN(Cc2nc(Cc3cccc(F)c3)no2)CC1,-8,-6,-4,-1,5,9,1,1,0,-1
CN(C(=O)COC(=O)c1nc(-c2ccccc2)n(-c2ccccc2)n1)C1CCS(=O)(=O)C1 (stereo not drawn),2,7,-3,3,4,0,-1,-6,4,4
O=C(CSC1=NCCS1)Nc1ccnc2ccccc12,-2,6,3,3,5,-6,-4,-6,7,1
O=C(Nc1cc(C(F)(F)F)ccc1N1CCOCC1)c1ccc(Cl)nc1,-1,10,0,-1,-7,-3,1,1,4,5
Cn1c(=O)c2c(ncn2CCC(=O)N/N=C/c2cccnc2)n(C)c1=O,-5,-3,-1,0,-3,-5,1,14,12,-6
C/C(=N/OCC(=O)NCCCCCCNC(=O)CO/N=C(/C)c1cccs1)c1cccs1,1,1,-1,-1,1,-3,8,0,-3,9
C/C(=N\N1C(=O)c2ccccc2NC1c1ccccc1)c1ccccc1O (stereo not drawn),-113,-192,-52,-92,27*,1,3,8,9,-7
Cc1nnsc1-c1c(C(=O)Oc2ccccc2)c(C)nn1-c1ccccc1,0,-3,2,-1,18,2,-3,-2,1,-14
COc1ccc2cnn(CCOc3cc(C)ccc3C(C)C)c(=O)c2c1OC,-3,1,-3,-1,8,1,1,0,0,-3
COC(=O)[C@]12C[C@H](CC(=O)NCc3cccc4ccccc34)C(=O)N(Cc3ccccc3)C1=C[C@H](C(C)C)O[C@@H]2C1CC1,1,7,2,-60,4,5,4,6,-4,-8
CC1=C(C(=O)OC(C)C)C(c2ccc3c(c2)OCO3)NC(=O)N1 (stereo not drawn),-4,4,-5,-2,0,-6,16*,-3,3,-3
O=C(NCCN1CCN(C(=O)c2cccc(Br)c2)CC1)C(=O)NCc1ccccc1,0,6,-6,6,8,-1,2,-2,8,-10

# Screening data deposited in PubChem by The Scripps Research Institute Molecular Screening Center.
